C2C12 statin – suppression of simvastatin myotoxicity. C2C12 myotubes + simvastatin, ATP luminescence, 48 h; scaled: DMSO 0, geranylgeraniol control 100. rescue of ATP level, % at 7.49 µM. 0.78% of 330,000 active. AID 602340;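 active means mean ATP rescue above about 67%, or every replicate alone reaching that limit, limit read from the data, passing the limit was not always enough; inconclusive means no clear call, values can overlap the other calls; inactive means mean under the limit and some replicate under it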;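 further: myotubes were challenged with 10 µM simvastatin during compound exposure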
ARNT TACC3 PPI – disruptors of human ARNT/TACC3 interaction; Q9Y6A5; AlphaScreen His-ARNT PAS-B/GST-TACC3 binding, luminescence; TACC3 fragment carries E629A point mutation; inhibition, % at 9.99 µM; 0.66% of 390,000 active;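 active means mean inhibition of replicates at least 50% and at least half of replicates each reaching 50%; inconclusive means half or more replicates reach 50% but mean below 50%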;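 further: 0% = complete ARNT plus TACC3 wells and 100% = ARNT alone without TACC3; many hits fall short of the cut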
PglD DTNB – blocks C. jejuni PglD acetyltransferase activity | purified PglD enzyme, DTNB colorimetric CoA detection | inhibition, % at 12.5 µM | 0.098% of 360,000 active; in the data active means inhibition above about 16%, passing the limit was not always enough; inconclusive means no clear call, values can overlap the other calls; further: strong numbers were not always called active
LGR2 antag – Drosophila LGR2 receptor signaling inhibition; HEK293 LGR2, CRE-luciferase, bursicon-stimulated, 4 h; inhibition, % at 9.99 µM; 0.35% of 380,000 active;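 active means drop in luminescence signal, shown as inhibition above about 50% in the replicate tests, limit read from the data, passing the limit was not always enough; inconclusive means probably only some replicates passing the limit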;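 further: agonist challenge used bursicon conditioned medium at about half maximal strength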
PGC1a acetyl inh – PGC1a acetylation modulation, inhibitor mode; 0.17% of 350,000 active; inhibition, % at 15.6 µM; U2OS PGC1a acetylation, AlphaScreen anti-acetyl-lysine; with virally co-expressed GCN5 acetyltransferase;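 active means every replicate shows inhibition of at least 40%; inconclusive means mean inhibition at least 40% but some replicate below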;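 further: 0% = neutral control wells and 100% = positive control wells; some results beyond the cut were filed as inactive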
PAX8 reporter – PAX8 transcriptional activity inhibition; 1.2% of 360,000 active; RMG-I TPO-luciferase reporter, SteadyGlo, 24 h; inhibition, % at 12.6 µM; AID 652154;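 active means mean replicate inhibition at least 60% with every replicate also reaching 60%; inconclusive means only one of the two criteria is met; inactive means mean below 60% and not all replicates reaching 60%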;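 further: luciferase light reporting Pax8 driven TPO promoter activity; plate controls were median of neutral control wells for no effect and mitoxantrone controls for full effect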
GSIS activator – primary screen for activators of insulin secretion dependent on glucose, INS-1E cells, GLuc reporter luminescence. INS-1E GLuc reporter insulin secretion, 2-3 h. activation, % at 16.6 µM. 0.61% of 370,000 active. AID 743287;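 active means lowest replicate activation of at least 40%, so every replicate reaches that level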;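 further: 0% = median of neutral control wells and 100% = median of IBMX positive control wells; some compounds called inactive have numbers as strong as hits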
Cneo AK release – Cryptococcus neoformans lysis via adenylate kinase release; C. neoformans lysis, adenylate kinase release luminescence, 4 h; normalised: neutral wells 0, clomiphene wells 100; lysis activity, % at 15 µM; 0.2% of 360,000 active;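 active means mean lysis activity across replicates of at least 80%, whatever share of replicates individually reach that level; inactive means mean lysis activity below 80%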
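Assay system: Cryptococcus neoformans yeast cells / Dosing: single-point compound dose / Timing: 4 h at 37 °C static, read 1 h later / Measured by: luminescence of released adenylate kinase using an AK detection reagent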
* marks the source's active call; other numbers are inactive results; ? = inconclusive; . = no result given; & = joins results of further samples.

molecule | C2C12 statin | ARNT TACC3 PPI | PglD DTNB | LGR2 antag | PGC1a acetyl inh | PAX8 reporter | GSIS activator | Cneo AK release
CCC(C)(C)N(C(=O)CCC(=O)Nc1cc(C)on1)C(C(=O)NC(C)(C)C)c1ccc(OC)cc1 (configuration not stated) | 13 | 0 | -2 | 18 | -3 | -24 | -12 | -1
Cc1ccc(OCCCNCCO)c(Br)c1 | 3 | -23 | 2 | . | -7 | -26 | . | 1
COCC#Cc1cnc2c(c1)C(=O)N([C@H](C)CO)C[C@H](C)[C@H](CN(C)C(=O)Nc1ccccc1OC)O2 | -20 | -1 | 1 | 14 | -5 | -18 | 1 | 2
COCC#Cc1ccc2c(c1)O[C@H](CN(C)Cc1ccc(F)cc1)[C@@H](C)CN([C@@H](C)CO)S2(=O)=O | -30 | -14 | -1 | 19 | -8 | . | 6 | 3
CCCNC(=O)C1(C)CCCN(C(=O)c2cc(C(C)(C)C)nn2C)C1 (configuration not stated) | 3 | . | -2 | 3 | 3 | 6 | . | -2
COc1nnc(-c2ccc(N3CCCCC3)c(NC(C)=O)c2)c2ccccc12 | 5 | 18 | -1 | . | 12 | . | . | -1
COC(=O)[C@H]1[C@H](CO)[C@H]2Cn3c(ccc(-c4cccc(F)c4)c3=O)[C@H]2N1C(C)=O | 5 | 14 | 1 | 3 | . | -13 | 7 | 14
C[C@@H]1CN([C@H](C)CO)C(=O)CCCn2nncc2CO[C@H]1CN(C)Cc1ccc2c(c1)OCCO2 | 0&10&2 | -3&-3 | 6&4&-3 | -12 | 10&3&-1 | -1&5 | 8 | 0&-1&5
O=C(CN1CCN(CC(=O)c2ccc(Cl)cc2)CC1)c1ccc(Cl)cc1 | 3 | 13 | -3 | -2 | 5 | 22 | -4 | -1
O=C(c1ccccn1)N1CC(=O)N2[C@H](CO)[C@@H](c3ccc(C#CC4CCCC4)cc3)[C@@H]2C1 | . | . | . | 5 | 2 | 2 | -14 | .
Cc1cc(NC(=O)COc2ccc(N(C)S(=O)(=O)c3ccccc3)cc2)no1 | 3 | 1 | 3 | . | 1 | . | . | 0
COc1ccc(S(=O)(=O)N(C)c2ccc(C(=O)NCc3ccccn3)cc2)cc1 | 2 | 0 | -8 | 4 | -11 | 7 | 8 | -1
CC(C#N)(NC(=O)CN1CCN(S(=O)(=O)c2ccc(Br)cc2Cl)CC1)C1CC1 (configuration not stated) | -8 | 1 | -6 | 15 | 3 | 15 | . | 0
N#CCC(=O)Nc1ccc(C(=O)Nc2cccc(S(N)(=O)=O)c2)cc1 | -1 | 2 | -2 | 1 | -6 | -3 | -8 | -6
CCC(=O)N(C)C[C@H]1Oc2cc(-c3ccc(F)cc3)ccc2S(=O)(=O)N([C@@H](C)CO)C[C@H]1C | 8 | -1 | 5 | 3 | . | . | -21 | 50
COc1cc2c(cc1OC)C(c1ccc(Br)cc1)N(C(=O)c1ccccc1C(=O)O)CC2 (configuration not stated) | 4 | -6 | 2 | . | -7 | 26 | . | -2
COCOCCn1cc(CN2CCS(=O)(=O)N(Cc3ccc(-c4ccc(Cl)nc4)cc3)C(C(C)C)C2=O)nn1 (configuration not stated) | 0 | . | 4 | 8 | 11 | -6 | -12 | 2
Cc1cc(NCc2ccncc2)ccc1Br | . | -2 | . | -12 | . | 7 | 8 | .
O=C(COc1ccc(Cl)cc1)Nc1cc(NC(=O)COc2ccc(Cl)cc2)cc(C(=O)O)c1 | -2 | -8 | -1 | 13 | 14 | -5 | . | 3
CO[C@H]1CN(C)C(=O)c2ccc(NC(=O)C3CCOCC3)cc2OC[C@H](C)N(C(=O)c2ccccc2)C[C@H]1C | 5 | 5 | 1 | 11 | -7 | -12 | 17 | 0
C[C@@H]1CCCCO[C@@H](CN(C)S(=O)(=O)c2ccccc2)[C@@H](C)CN([C@H](C)CO)C(=O)c2cc(NC(=O)Nc3cccc4ccccc34)ccc2O1 | . | -13 | 23 | -2 | 4 | -2 | 23 | -3
O=C(NC(=S)Nc1cc([N+](=O)[O-])ccc1O)c1ccc2c(c1)OCO2 | -8 | 22 | -1 | ? | . | . | -7 | -1
COc1ccc(-c2[nH]ncc2CN2CCN(c3ccc(F)cc3)CC2)cc1 | 5 | 9 | 4 | . | -3 | -10 | . | 3
CN1c2ccc(-c3cccc(F)c3)cc2[C@H]2[C@H](CCN2C(=O)Nc2ccccc2F)[C@H]1CO | -1 | -13 | -2 | 3 | 4 | 10 | -2 | 0
O=C(NC1CCCCC1)N[C@H]1CC[C@@H](CC(=O)N2CCOCC2)O[C@H]1CO | 0 | -7 | 0 | 24 | -10 | 1 | 18 | 2

Additional entries.
molecule | C2C12 statin | ARNT TACC3 PPI | PglD DTNB | LGR2 antag | PGC1a acetyl inh | PAX8 reporter | GSIS activator | Cneo AK release
CS(=O)(=O)N1CC2(C1)[C@@H](c1ccccc1)[C@H](CO)N2Cc1ccccn1 | . | . | . | -5 | 2 | -5 | 5 | .
CCOC(=O)N1CCN(C(=O)C2CCN(S(=O)(=O)N(CC)CC)CC2)CC1 | 5 | 1 | 3 | -5 | 0 | . | 15 | -1
CO[C@H]1CC[C@H]2CCOc3c(C#N)cccc3C(=O)N(C)[C@H](C)C(=O)N(C)C[C@H]1O2 | 6 | 3 | -3 | -3 | -1 | -11 | -11 | 19
O=C(O)CCc1ccc(-c2ccc(Cl)cc2)n1CC(=O)Nc1ccccc1 | 9 | -3 | -1 | 6 | 16 | 23 | -37 | -3
CCOC(=O)c1ccc(S(=O)(=O)N2CCN(CC3CC=CCC3)CC2)cc1 (configuration not stated) | -7 | 0 | 5 | -29 | 7 | . | 19 | 1
CC1CCN(CCCNC(=O)CN2C(=O)CSc3ccc(S(=O)(=O)N4CCOCC4)cc32)CC1 | -2 | -4 | 1 | 1 | -8 | -7 | 8 | -1
Cc1nn(-c2ccccc2)c(C)c1C(=O)Nc1nnc(-c2ccco2)o1 | -4 | 49* | 2 | . | -6 | . | . | 2
O=C(C[C@H]1CC[C@@H]2[C@H](COC[C@@H](O)CN2S(=O)(=O)c2cccc(Cl)c2)O1)N1CCOCC1 | 4 | -2 | 2 | 5 | 2 | 5 | 8 | 45
Cc1ccc(N2CC(C(N)=O)CC2=O)cc1 (configuration not stated) | -11 | 21 | -1 | . | 22 | . | . | 4
CCC(=O)c1ccc(N2CCN(S(=O)(=O)c3ccccc3)CC2)c(F)c1 | . | -8 | . | 9 | -1 | -26 | 4 | .
Cc1ccc(SC(c2ccccc2)C(Cn2cncn2)C(=O)c2ccccc2)cc1 (configuration not stated) | 13 | -11 | 5 | . | -5 | . | . | 2
CCCCOc1ccc(C(=O)Nc2ccc3c(c2)C(=O)NC3=O)cc1 | -17 | -5 | -3 | 4 | 1 | -6 | 28 | -5
O=C(Cc1ccc(F)cc1)N[C@@H]1c2ccccc2CC[C@H]1OCc1ccccc1 | -3 | 4 | -4 | 20 | 7 | 25 | 18 | 1
CN(C)S(=O)(=O)N1CCN(CC(O)COc2ccc3cc(Br)ccc3c2)CC1 (configuration not stated) | 9 | 4 | 0 | . | -8 | . | . | -1
CCOC(=O)C/C(C)=N/NC(=O)CNc1cccc(Cl)c1C | . | 1 | . | -10 | 1 | 19 | -14 | .
COc1ccc(OC)c(/C=N/N=C2\SCC(=O)N2Cc2ccco2)c1 | 22 | 4 | 1 | -11 | 2 | 5 | . | 0
COc1ccc(-c2nnc(SCC(=O)N3CCOCC3)o2)cc1OC | 5 | 3 | -3 | -6 | 1 | -1 | 14 | 0
Cc1noc(C)c1NC(=O)Nc1cccc2c1O[C@H](CN(C)Cc1ccc(C(=O)Nc3ccccc3N)cc1)[C@@H](C)CN([C@@H](C)CO)C2=O | . | . | . | -31 | 6 | 4 | 24 | .
COC(=O)Cc1c[nH]c2ccc(OCC(O)CNC(C)C)cc12 (configuration not stated) | -18 | 5 | 1 | 12 | -5 | . | -14 | 2
O=c1c2c(c(-c3ccccc3)nn1Cc1ccccc1)CCCC2 | 32 | 0 | . | -12 | . | 10 | 1 | 0
Cc1cc(C(=O)OCC(=O)N2CCc3ccccc32)c(C)o1 | 9 | -1 | 2 | -61 | . | . | -7 | 5
Cc1ccc(C(=O)Nc2ccc(Cl)cn2)cc1S(=O)(=O)N1CCOCC1 | . | 6 | -4 | . | -9 | -7 | . | -1
CCc1ccc(S(=O)(=O)NCc2csc(C)n2)s1 | 14 | -1 | 5 | -4 | 6 | . | 5 | 3
COc1ccccc1N(CC(=O)NC1CCCCC1)C(=O)CCC(=O)Nc1nccs1 | -1 | -5 | 1 | 14 | . | 13 | -5 | 6
CC(C)(C)OC(=O)N1Cc2cc3ccccc3nc2C1 | . | . | 2 | -78 | . | -217 | 6 | -3

Following part:
molecule | C2C12 statin | ARNT TACC3 PPI | PglD DTNB | LGR2 antag | PGC1a acetyl inh | PAX8 reporter | GSIS activator | Cneo AK release
O=C(CN1C(=O)NC(c2ccccc2)(c2ccccc2)C1=O)Nc1cccnc1Cl | . | 2 | . | -12 | . | 10 | -3 | .
COc1ccc(/C=C/C(=O)NC(=S)Nc2ccc(S(=O)(=O)Nc3cc(C)on3)cc2)cc1 | -9 | . | -2 | 12 | . | -8 | 5 | 0
O=C(NC(c1ccc(Cl)cc1)c1ccsc1)C1CCN(CCOc2ccc(Cl)cc2)CC1 (configuration not stated) | 17 | . | 0 | 10 | 9 | 4 | 28 | -6
Cc1nnnn1CC(=O)Nc1ccccc1[N+](=O)[O-] | . | 2 | . | -4 | . | 16 | 14 | .
CC(=O)c1ccc(S(=O)(=O)N2CCN(C(=O)CN3C(=O)NC4(CCCC4)C3=O)CC2)cc1 | -307 | -2 | -8 | 2 | 7 | -10 | 11 | 3
CC(C)(C)NC(=O)NC(=O)COC(=O)c1nc(-c2ccccc2)n(-c2cccc(C(F)(F)F)c2)n1 | . | -4 | . | -2 | . | -19 | -24 | .
O=C(NNC1=NCCCCC1)Nc1cccc(Cl)c1 | . | 4 | . | . | -10 | -52 | -13 | .
CCCN1C[C@H](C)[C@H](OC)CN(C)C(=O)c2cc(NS(=O)(=O)c3cn(C)cn3)ccc2OC[C@H]1C | -1 | -6 | -2 | -5 | -9 | -14 | -6 | 45
O=C(NCC[C@H]1CC[C@@H](NS(=O)(=O)c2ccc(Cl)cc2)[C@H](CO)O1)c1ccccc1F | 1 | . | 3 | -18 | -3 | -5 | -9 | -2
C[C@@H]1CN([C@@H](C)CO)C(=O)Cc2cc(NC(=O)C3CCCCC3)ccc2O[C@H]1CN(C)S(C)(=O)=O | -23 | -2 | 2 | 3 | -11 | -5 | -1 | 18
COCCCN1CC(=O)N2C(c3ccccc3)c3[nH]c4ccccc4c3C[C@H]2C1=O (some centres not stated) | 4 | -4 | -2 | -2 | . | -81 | -13 | 1
Cc1cc(C)nc(SCC2COc3ccccc3O2)n1 (configuration not stated) | -5 | -3 | -7 | . | 4 | . | . | 0
Cc1ccc(-n2cc(CNCC3CC(=O)N(C4CC4)C3)c(-c3cccc(C)c3)n2)cc1 (configuration not stated) | -18 | 2 | . | 0 | . | -6 | -24 | .
CCCc1nc2ccc(Cl)cn2c1Cc1ccccc1OC | -13 | . | 12 | -8 | -23 | 10 | -43 | 13
CCCn1nnnc1NC(=O)c1cccs1 | -3 | 42 | 4 | . | 8 | . | . | -1

Assay outcomes deposited in PubChem by Broad Institute.

An unsorted share of the library, and some 2.9% of all compounds hit somewhere here.
